Source: PubChem BioAssay (several laboratories)
Kir21 inh = Kir2.1 (mouse) channel inhibition; hit rate 0.85% among 310,000; P35561; HEK293-Kir2.1, FluxOR thallium flux fluorescence; active compounds read low; B-score at 10 µM;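 active = fluorescence ratio B-score at or below minus 3 SD of library scores, with starting-brightness B-score within 2 SD, cut at about -4.2 in these data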;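 note: channel flux triggered by added potassium and thallium sulfate stimulus; B-score of peak minus minimum fluorescence over baseline after thallium stimulus; more negative B-score means stronger Kir2.1 block with less thallium influx; some compounds called inactive have numbers as strong as hits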
STK33 inh = blocks human STK33 kinase activity; Q9BYT3; purified STK33, MBP phosphorylation, ADP-Glo luminescence; inhibition, % at 10 µM; hit rate 0.073% among 320,000;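 active = inhibition at or above 25%, using the most active replicate where run in duplicate; inactive = inhibition below 25%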
KCNQ2 block = KCNQ2 potassium channel inhibitors, primary screen, cell-based, CHO-K1, FluxOR thallium flux, B-score (AID 2156) | B-score at 10 µM | hit rate 1.1% among 310,000 | 20 min; active compounds read low | O88943;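 active = fluorescence ratio B-score at most minus 3 library SDs, with starting brightness B-score within 2 library SDs, cut at about -5.5 in these data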
Target sequence (O88943 whole entry, looked up): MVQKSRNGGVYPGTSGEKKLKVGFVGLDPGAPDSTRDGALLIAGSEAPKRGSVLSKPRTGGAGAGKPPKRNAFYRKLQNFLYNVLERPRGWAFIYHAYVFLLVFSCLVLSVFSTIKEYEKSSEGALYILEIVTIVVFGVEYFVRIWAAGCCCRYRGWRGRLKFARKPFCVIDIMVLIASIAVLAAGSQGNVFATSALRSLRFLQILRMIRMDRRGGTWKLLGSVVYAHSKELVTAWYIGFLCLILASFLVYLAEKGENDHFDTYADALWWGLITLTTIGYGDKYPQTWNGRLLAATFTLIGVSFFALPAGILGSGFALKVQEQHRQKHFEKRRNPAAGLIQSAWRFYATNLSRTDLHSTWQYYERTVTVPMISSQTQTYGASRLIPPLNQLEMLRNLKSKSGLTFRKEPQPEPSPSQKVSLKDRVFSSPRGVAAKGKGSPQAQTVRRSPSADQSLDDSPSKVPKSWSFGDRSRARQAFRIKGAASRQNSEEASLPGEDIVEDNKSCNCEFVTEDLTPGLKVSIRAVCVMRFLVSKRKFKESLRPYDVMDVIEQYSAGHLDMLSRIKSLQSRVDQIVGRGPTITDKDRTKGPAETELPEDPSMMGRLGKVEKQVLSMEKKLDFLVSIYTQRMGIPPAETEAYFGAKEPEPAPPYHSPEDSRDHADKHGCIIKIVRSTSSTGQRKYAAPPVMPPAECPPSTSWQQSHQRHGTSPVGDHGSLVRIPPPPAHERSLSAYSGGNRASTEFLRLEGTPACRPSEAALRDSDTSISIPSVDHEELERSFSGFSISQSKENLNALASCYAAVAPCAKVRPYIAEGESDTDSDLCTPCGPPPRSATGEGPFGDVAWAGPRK
* marks the source's active call; other numbers are inactive results; i = inactive; x = no result given; & = joins results of further samples. Not all compounds are listed (hit frequency here may not be typical).

item	SMILES	Kir21 inh	STK33 inh	KCNQ2 block
1	CC(=O)c1c(O)n(-c2cccc(Cl)c2)c(=O)[nH]c1=O (tested in a mixture with another compound)	-0.23	-0.6	i
2	CCN1C(=O)CC(c2cccnc2)=Nc2ccccc21	-0.42	11	i
3	COC(=O)C1=C(c2cc3ccccc3s2)C[C@@H]2CC[C@H]1N2C(=O)N1CCC(C)CC1	-0.9	0.5	i
4	CCCCC(CC)COCCCN=Cc1c(O)[nH]c(=S)[nH]c1=O (configuration not stated)	-2.5	0.5	i
5	Cc1cc(/C=C2/C(=O)NC(=O)N(Cc3ccco3)C2=O)c(C)n1-c1ccccc1O	-0.06	0.1	i
6	CN1CC[C@@]2(C)c3cc(O)ccc3N(C)C2O1 (some centres not stated)	0.97	0.7	i
7	COc1cc2c(cc1OC)C13CCN4CC5=CCOC6CC(=O)N2C1C6C5CC43 (configuration not stated) (tested in a mixture with another compound)	-0.26	1.7	i
8	O=C1CC(=O)N(c2ccccc2F)C(=O)N1	0.31	0.5	i
9	O=c1c2ccccc2nc(-c2ccc(Cl)cc2Cl)n1-c1nccs1	-0.46	-2.5	i
10	Cc1ccc(S(=O)(=O)NC(CC(=O)N2CCC3(CC2)OCCO3)c2ccco2)cc1 (configuration not stated)	-0.68	-1.4	i
11	Cn1c(O)c(C(=Nc2ccccc2)SCc2ccc(Cl)cc2)c(=O)n(C)c1=O	-0.05	-0.6	i
12	CCCCCP(=O)(O)c1ccccc1	1.4	-0.3	i
13	CNC(=O)OCCc1nccn1C	2.9	-0.9	i
14	COc1cc(C(c2c(O)c3ccccc3oc2=O)c2c(C)n(C)n(-c3ccccc3)c2=O)ccc1O (configuration not stated)	0.28	-1.4	i
15	COc1cccc(/C=C2\N=C(c3cncc(Br)c3)OC2=O)c1	-2.1	-1.6	i
16	COc1ccc2[nH]cc(CCNCc3cccnc3)c2c1	0	-1.1	i
17	O=C(CCNC(=O)N1C[C@H]2C[C@@H](C1)c1cccc(=O)n1C2)Nc1cccc(Cl)c1	0.09	4.1	i
18	O=C(Cc1ccccc1)OCC(=O)c1ccccc1	-0.21	-0.6	i
19	CC(=O)Nc1ccccc1C(=O)OCC(=O)c1cccc2ccccc12	-1.7	-1.6	i
20	CC(Cc1ccccc1)NC(=O)NC(C)Cc1ccccc1 (configuration not stated)	2.8	-1.1	i
21	Cc1c(CC(=O)N2C[C@H]3C[C@@H](C2)c2cccc(=O)n2C3)c(=O)oc2cc(O)c(Cl)cc12	0.93	0.1	i
22	Cc1ccc2cccc(OC(=O)N3CCCC3)c2n1	-0.28	0.0	i
23	CCCCn1c(=O)c(C(=O)Nc2ccsc2C(=O)OC)c(O)c2ccccc21	1.7	-1.7	i
24	Cc1ccc(C2CC3CCC(C2)N3Cc2ccccc2F)cc1 (configuration not stated)	-1.3	x	i
25	CCC(C)N1C(=O)NC(=O)C2(Cc3cc(C)ccc3N(C)C2)C1=O (configuration not stated)	0.33	0.5	i
26	COc1ccc(CN2CCN(Cc3ccccc3F)CC2)cc1	-2.4	-0.2	i
27	Cn1c(O)c(C(c2ccccn2)c2c(O)n(C)c(=S)n(C)c2=O)c(=O)n(C)c1=S	-0.39	0.3	i
28	CCn1c(P(C)(=O)O)nc2ccccc21	3	-1.2	i
29	CCOc1ccccc1NC(=O)N1CCC2(CC1)OCCO2	1.1	-0.9	i
30	O=C(c1ccc2c(c1)OCO2)C1CCCN(Cc2c(F)cccc2Cl)C1 (configuration not stated)	-0.94	-0.9	i
31	O=C(N/N=C/c1c(O)n(Cc2ccccc2)c(=O)[nH]c1=O)c1ccccc1O	-1.1	-1.3	i
32	Cc1ccccc1-[n+]1c(-c2ccccc2)cc(-c2ccccc2)cc1-c1ccccc1	-16*	0.3	-8.3*
33	CCN(CC)c1ccc(CC2C(=O)N(C)C(=O)N(C)C2=O)cc1	-2.4	-1.5	i
34	CCOC(=O)C1(CCc2ccccc2)CCN(C(C)CSC)CC1 (configuration not stated)	0.69	-0.6	i
35	COC(=O)C1=C(c2ccc(S(C)(=O)=O)cc2)C[C@@H]2CC[C@H]1N2C(=O)N1CCC(O)CC1	0.2	-0.3	i
36	CCCC1(CCC)C(=O)NC(=Nc2ccc(C)cc2)NC1=O	1.7	0.3	i
37	Clc1ccccc1NC1=NCCCS1	-0.92	-1.0	i
38	Cc1cc(C(=O)C[N+]23CCN(CC2)CC3)c(C)n1-c1ccc(Br)cc1	0.06	-1.4	i
39	CCC(C)N1C(=O)/C(=C\c2cc3c4c(c2)CCCN4CCC3)C(=O)NC1=S (configuration not stated)	-3.2	1.2	i
40	Cc1ccc2nc(-c3ccncc3)cc(C(=O)N3CCC4(CC3)OCCO4)c2c1	0.19	-0.1	i
41	Cc1cccc(-n2c(O)c(/C=N/NC(=O)c3ccncc3)c(=O)[nH]c2=O)c1	-0.01	-1.6	i
42	CCN(CC)c1ccc(CN2CC=C(c3ccc(F)cc3)CC2)cc1	-1.9	-2.8	i
43	COc1ccc(-n2c(O)c(C=NCCCn3ccnc3)c(=O)[nH]c2=O)cc1	-0.06	2.9	i
44	CC(C)(C)c1ccc(OC(=O)N2CCCCC2)cc1	0.25	-0.7	i
45	O=C1NC(c2cccnc2)Nc2sc3c(c21)CCCC3 (configuration not stated)	1.7	-4.0	i
46	O=c1[nH]c(=O)n(CCC2=CCCCC2)c(O)c1C=NCCN1CCNCC1	-0.75	-0.2	i
47	Cc1ccc(-n2c(O)c(C=NCCN(C)C)c(=O)[nH]c2=O)cc1	1	-0.9	i
48	O=C(Nc1ccc(Cl)cc1C(=O)c1ccccc1)c1ccco1	1	-1.7	i

Reprinted at random: 3 records from the list, in no set order.
item	SMILES	Kir21 inh	STK33 inh	KCNQ2 block
39	CCC(C)N1C(=O)/C(=C\c2cc3c4c(c2)CCCN4CCC3)C(=O)NC1=S (configuration not stated)	-3.2	1.2	i
46	O=c1[nH]c(=O)n(CCC2=CCCCC2)c(O)c1C=NCCN1CCNCC1	-0.75	-0.2	i
42	CCN(CC)c1ccc(CN2CC=C(c3ccc(F)cc3)CC2)cc1	-1.9	-2.8	i

The list goes on:
item	SMILES	Kir21 inh	STK33 inh	KCNQ2 block
49	CC(C)(C)c1ccc(O)c(CN2CCN(c3ccccc3)CC2)c1	0	0.1	i
50	CCCCn1c(C)c(C(=O)O)c2cc(OC)c3ccccc3c21	1.8	-1.1	i
51	N#CCN1CCN(c2ccc(C(F)(F)F)cc2)CC1	0.85	-2.3	i
52	Cc1nc2cc([N+](=O)[O-])ccc2c(=O)n1-c1cccc(Br)c1	1.2	-1.0	i
53	CCCCOc1ccc(CN2CCN(CCO)CC2)cc1	-1.5	1.2	i
54	COc1ccc(CN2CCNCC2)c(OC)c1OC	-2	1.1&-1.8	i
55	Cn1ccnc1P(=S)(c1nccn1C)c1nccn1C	2.2	-0.4	i
56	C[C@]12CC[C@H](O)C[C@@H]1CC[C@@H]1[C@@H]2CC[C@]2(C)[C@@H](C(=O)O)C[C@@H]12	-0.87	-0.1	i
57	NNC(=O)c1nc[nH]c1C(=O)Nc1ccc(Cl)cc1C(=O)c1ccccc1	-0.97	0.2	i
58	CC(Cc1ccccc1)N1C(=O)c2ccccc2C1=O (configuration not stated)	-3.1	-0.4	i
59	CC12CN3CC(C)(CN(C1)C31CCSCC1)C2=O	0.67	-2.4	i
60	O=C1NC(=O)N(CCC2=CCCCC2)C(=O)/C1=C\c1cccs1	2.6	-0.5	i
61	CN1CCN(c2nc3ccccn3c(=O)c2C=C2C(=O)N(C)C(=O)N(C)C2=O)CC1	-0.75	-2.3	i
62	CN(C)C(=O)Oc1c(Cl)cc(Cl)c2cccnc12	0.8	-0.4	i
63	O=C(C1CCC(=O)N1Cc1ccc(F)cc1)N1CCC2(CC1)OCCO2 (configuration not stated)	0.86	-0.3	i
64	CCCC(C)C1(CC)C(=O)NC(=Nc2ccccc2OC)NC1=O (configuration not stated)	1.2	-2.8	i
65	N#Cc1ccc(/C=C/C(=O)O)cc1	-0.19	1.3	i
66	Cc1nn(Cc2ccccc2)c(C)c1C(=O)NC1CCCc2ccccc21 (configuration not stated)	-0.22	-0.5	i
67	CN(C)C(CNC(=O)Cc1c(Cl)cccc1Cl)c1ccccc1 (configuration not stated)	-0.04	-0.4	i
68	O=[N+]([O-])c1ccc(NC2CCCC2)c2ccncc12	-0.06	0.1	i
69	CCc1ccc(OCC(=O)N2CCN(Cc3ccc4c(c3)OCO4)CC2)cc1	2.6	-0.7	i
70	COC(=O)CSC1=NP(=S)(SCC(=O)OC)N2CCCC2=C1C#N (configuration not stated)	0.04	-0.6	i
71	Cn1c(=O)cc(OCC(=O)N2CCN(C3CCCCC3)CC2)c2ccccc21	0.02	2.0	i
72	COc1ccc(C)cc1NC1=NCCCS1	-0.66	-1.1	i

Shown with values under each structure: part of the list above
Below each SMILES – Kir21 inh | STK33 inh | KCNQ2 block
62) CN(C)C(=O)Oc1c(Cl)cc(Cl)c2cccnc12
→ 0.8 | -0.4 | i
67) CN(C)C(CNC(=O)Cc1c(Cl)cccc1Cl)c1ccccc1 (configuration not stated)
→ -0.04 | -0.4 | i

Following part
item	SMILES	Kir21 inh	STK33 inh	KCNQ2 block
73	S=C(NCCc1ccccc1)NCCc1cnc[nH]1	-0.02	0.3	i
74	O=C(NCCCn1ccnc1)C(Cl)(Cl)Cl	0.07	-1.1	i
75	C[N+](C)(C)c1ccccc1	-0.05	0.0	i
76	CNC(=O)Oc1ccc2c(c1)C(=O)c1ccccc1CO2	-1.2	-0.6	i
77	Cc1cc(N(CCCl)CCCl)ccc1/C=N/N=C(\N)c1cnccn1	-1.7	-1.7	i
78	CCCc1nnc(NC(=O)CCC(=O)N2CCC3(CC2)OCCO3)s1	1.5	-0.2	i
79	COC(=O)C1=C(c2cc3ccccc3o2)C[C@@H]2CC[C@H]1N2C(=O)N1CCCC1	-0.38	0.1	i
80	CCC1=Nc2cc(C(=O)N3CCC4(CC3)OCCO4)ccc2Sc2ccc(C)cc21	-1.1	0.5	i
81	O=C(NCc1cccnc1)NC1CCCCC1	-1.2	0.6	i
82	NCCCCCC(=O)OC1N=C(c2ccccc2Cl)c2cc(Br)ccc2NC1=O (configuration not stated)	0.34	0.7	i
83	CCCCC1C(=O)NC(=S)NC1=O	-0.43	0.0	i
84	Cc1cccc(OCCn2cccc2/C=C2/C(=O)NC(=O)N(Cc3ccco3)C2=O)c1	0.18	-1.4	i
85	CNC(C(=O)c1ccccc1)C(OC(C)C)c1ccc(Cl)cc1 (configuration not stated)	-1	-1.1	i
86	CC12CN3CN(C1)CC(c1ccccc1)(C3)C2=O	1.1	-0.2	i
87	CCC(=O)Nc1ccc(N2CCN(CC)CC2)c(Cl)c1	-0.59	-3.4	i
88	CN(C)C(=O)Oc1cccc(NC(=O)c2ccccc2C(F)(F)F)c1	-0.67	-1.1	i
89	C[C@@H]1C(=O)O[C@@H]2[C@H](O)C34[C@@H]5OC(=O)C3(O[C@H]3OC(=O)[C@H](O)C34[C@H](C(C)(C)C)[C@H]5O)[C@@]12O (some centres not stated)	0.16	0.5	i
90	COP(=O)(CC(=O)O)c1ccccc1 (configuration not stated)	-0.69	-0.2	i
91	N#CCCn1cc(C(=O)Nc2ccc([N+](=O)[O-])cc2)c(-c2ccc3c(c2)OCCO3)n1	0.44	-0.4	i
92	CN1C(=O)NC(=O)/C(=C/c2ccc([N+](=O)[O-])o2)C1=O	0.64	1.2	i
93	COc1ccc(CCNCc2ccc(Br)cc2)cc1OC	-1.6	-0.9	i
94	COc1ccc(C(O)P(=O)(Oc2ccccc2)Oc2ccccc2)cc1 (configuration not stated)	-2.9	6.7	i
95	Brc1cccc(CNCCc2ccc3c(c2)OCO3)c1	-2.9	-1.8	i
96	CCN1C(=O)C(=C/C=C/c2ccco2)C(=O)N(CC)C1=S	1.6	3.0	i
97	CN(C)C(=O)Oc1noc2cc(Cl)ccc12	-0.35	-3.7	i
98	Cc1cc(C)cc(OCCOc2cccc(C=C3C(=O)NC(=O)NC3=O)c2)c1	1.6	-2.2	i
99	C=C1C(=O)O[C@@H]2C[C@@H](C)[C@@H]3C=CC(=O)[C@@]3(C)[C@@H](O)[C@H]12	-4.3*	3.0	i
100	Cc1ncc(CN2CCCC(C(=O)c3ccc(C(C)(C)C)cc3)C2)s1 (configuration not stated)	0.66	0.6	i
101	CCCNC(=O)c1c(N)n(Cc2ccc3c(c2)OCO3)c2nc3ccccc3nc12	-2.5	-0.7	i
102	CCOCCCn1c(N)c(C(=O)Nc2sc3c(c2C(=O)OC)CCCC3)c2nc3ccccc3nc21	-0.4	-2.4	i
103	Cc1cc(N2CCCCC2)ccc1C=C1C(=O)N(C)C(=S)N(C)C1=O	-0.43	0.5	i
104	Cc1ccc(CN2CCN(Cc3ccccc3F)CC2)cc1	-11*	-1.0	i
105	Cc1cc(OC(=O)N(C)C)nc(SCc2c(Cl)cccc2Cl)n1	-0.03	-2.6	i
106	Cc1nonc1OCCNc1ccc([N+](=O)[O-])c2cccnc12	-0.23	-2.7	i
107	CCN1C[C@@]2(COC)C3[C@@H](OC)[C@H]4[C@@H]1[C@@]3(C1C[C@H]3[C@H](OC(C)=O)C1[C@]4(OC(C)=O)C[C@H]3OC)[C@@H](OC)C[C@H]2OC(C)=O (some centres not stated)	-0.03	0.1	i
108	CCOC(=O)C1=C(C)OC(N)=C(C(=O)OCC)C12C(=O)Nc1ccc(Br)cc12 (configuration not stated)	0.9	0.5	i
109	O=C1NC(=O)N(Cc2ccccc2)C(=O)/C1=C/c1cnn(-c2ccccc2)c1	1.5	-1.3	i
110	Cc1ccccc1N1C(=O)CC(=O)NC1=O	0.54	-2.8	i
111	COC(=O)CC1=C(C(=O)OC)C2(C(=O)N(C)c3ccccc32)C(C#N)=C(N)O1 (configuration not stated)	-0.22	0.7	i
